a7 integrin act – integrin-mediated muscular dystrophy alleviation activation; 0.064% of 350,000 active; AID 624291; Potency, µM (series often up to 38.3 µM), without a hit: at the highest dose activation, actives largely listed as activators; alpha7betagal myoblasts, beta-gal FDG fluorescence, 48 h;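 also: potency is read from the fitted curve at half-maximal effect; 100% = response of the positive control SU9516; nearly all actives have a fitted effect of over 60% in size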
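Alpha7betagal+/- myoblasts (passage 13) were plated 16-24 hr, then exposed to compounds (1:260 dilution of DMSO stock) for 48 hours at 37C. After MPER lysis, β-galactosidase reporter activity was read as FDG fluorescence (ex 480/em 540) after 30 minutes.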
TRPV1 ag – agonists of human vanilloid receptor 1 (TRPV1) | Q8NER1 | 0.19% of 320,000 active | AID 540275 | activation, % at 8.33 µM | TRPV1-expressing cells, Fluo-8 calcium influx, agonist mode; in the data active = activation above about 80%; inconclusive = between about 30% and that limit; also: 0% is about no effect
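TRPV1-expressing cells were cultured overnight at 35.5C and loaded with Fluo-8 calcium dye for 40 to 90 min at room temperature. After a 10 s baseline, compound was added and calcium influx was read kinetically for 3 min (ex 480/em 520 nm).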
TSG101-PTAP inh – blocks PTAP/TSG101 interaction to inhibit HIV-1 budding | Q99816 | Fluorescence polarization, FITC-PTAP peptide / Tsg101 binding | Potency, µM (series often up to 115 µM), for inactives: at the highest dose activity change, negative = inhibition, actives largely listed as inhibitors | 340,000 tested, under 10 active | AID 493005; active = well fitted inhibition curve with a large enough effect in the main read-out, with a control signal flat, not every such curve was filed as active; inconclusive = small, poorly fitted or top-dose-only effect, or effect the other way, or a change in a side signal; inactive = no such curve, though single readings can be large or run the other way; also: potency is read from the fitted curve at half-maximal effect; % of control where 0% means no effect
Target sequence (Q99816 whole entry, looked up): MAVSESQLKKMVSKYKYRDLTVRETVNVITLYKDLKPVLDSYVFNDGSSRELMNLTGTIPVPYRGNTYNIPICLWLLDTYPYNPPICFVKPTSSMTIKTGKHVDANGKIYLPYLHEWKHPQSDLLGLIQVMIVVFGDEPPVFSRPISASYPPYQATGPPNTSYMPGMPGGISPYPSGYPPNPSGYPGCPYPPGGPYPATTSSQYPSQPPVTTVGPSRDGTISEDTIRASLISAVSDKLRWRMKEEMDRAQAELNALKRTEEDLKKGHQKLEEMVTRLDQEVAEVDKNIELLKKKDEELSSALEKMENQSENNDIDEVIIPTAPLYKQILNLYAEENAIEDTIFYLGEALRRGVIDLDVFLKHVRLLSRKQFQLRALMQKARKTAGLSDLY
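FP read-out: FITC-PTAP peptide, 50 nM final, binding Tsg101 binding domain, 10 uM final; 20 min, r.t.; 10 mM HEPES pH 7.5, 0.15 M NaCl, 0.01% Tween 20, 3 mM EDTA, 0.1 mM TCEP.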
BRCA1 expr act – BRCA1 expression activation | AID 624202 | MCF7-BRCA1-FFLuc reporter, luminescence, 48 h; response scale: scaled: vehicle 0%, 10 µM genistein 100% | 1.1% of 380,000 active | Potency, µM (top dose mostly 46.1 µM), inactives show at the highest dose activation, usual class: activators; also: potency is read from the fitted curve at half-maximal effect; nearly all actives have a fitted effect of over 80% in size; some results filed as inactive show a strong effect at the top dose
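Luminescence from a BRCA1-driven firefly luciferase in MCF7 cells was the read-out, taken 15 min after substrate addition following 48 h compound exposure at 37 °C. Data were normalized to a 10 microM genistein control and DMSO vehicle.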
AT treatment – potential ataxia-telangiectasia treatment; […] A-T fibroblasts, KAP-1 phosphorylation AlphaLISA; neocarzinostatin DNA damage 30 min before lysis; Potency, µM (doses to about 57.5 µM), for the others: at the highest dose activation, most hits filed as activators; 0.19% of 320,000 active; also: potency is read from the fitted curve at half-maximal effect; % of control where 0% means no effect; nearly all actives have a fitted effect of over 45% in size
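hTERT-immortalized A-T patient fibroblasts ([…]), 500 cells/well in OPTI-MEM, 1% FBS, got compounds for 60 min, then NCS for 30 min at 37C. Lysates were then assayed for phospho-KAP-1 by AlphaLISA (anti-pKAP1 donor, anti-KAP1 acceptor beads), 6 hr at 25C.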
CXXC DNA block – MLL CXXC-DNA interaction inhibition. MLL-CXXC / FITC-HOXA9 DNA fluorescence polarization. 0.037% of 290,000 active. Q03164. Potency, µM (highest dose often 115 µM), without a hit: at the highest dose activity change, negative = inhibition, actives largely listed as inhibitors; active = well fitted inhibition curve with a large enough effect in the polarisation, with a control signal flat, not every such curve was filed as active; inconclusive = small, poorly fitted or top-dose-only effect, or effect the other way, or a change in a side signal; inactive = no such curve, though single readings can be large or run the other way; the % refers to the polarisation; also: potency is read from the fitted curve at half-maximal effect
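Steps: dispense CXXC domain solution (7 uM) → pin compounds or unlabeled HOX-A9 DNA control → 5 min ambient → add FLSN-HOX-A9 solution (50 nM) → spin → 30 min ambient → fluorescence polarization. Tris pH 7.5/NaCl/DTT/BSA buffer.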
ELG1 repair inh – blocks ELG1-dependent DNA repair in HEK293T cells | AID 504467 | HEK293T ELG1-luciferase reporter, luminescence, 16 h; DNA damage induced by 5-fluorouridine | Potency, µM (series often up to 46.1 µM), inactives show at the highest dose activity change, negative = inhibition, actives largely listed as inhibitors | 2.3% of 330,000 active; also: potency is read from the fitted curve at half-maximal effect; % is scaled to controls: 0 for no effect and ±100 for the full control effect; nearly all actives have a fitted effect of over 55% in size
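Quantitative HTS, concentration-response format. 2,000 cells/well co-treated with 5-fluorouridine and compound, 16 hr in 5% CO2 at 37 °C; ONE-Glo luminescence read after 30 min.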
TCR activator – activators of T cell receptors; Potency, µM (highest dose often 9.22 µM), for inactives: at the highest dose activation of IL-2 secretion, most hits filed as activators; 330,000 tested, under 10 active; primary human leukocytes, anti-CD3, IL-2 HTRF, 48 h; also: % of control where 0% means no effect
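48 hr co-incubation of compounds, a-CD3 beads and primary human leukocytes; IL-2 quantified homogeneously by HTRF with anti-IL-2 K and d2 conjugates.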
p53 reactivator – re-activators of mutant p53. 0.063% of 320,000 active. Potency, µM (series often up to 92.2 µM), for inactives: at the top dose activity change, positive = activation, usual class: activators. H1299 p53-A138V BP100-luciferase reporter, luminescence, 24 h. AID 504706; also: potency is read from the fitted curve at half-maximal effect; % of control where 0% means no effect; nearly all actives have a fitted effect of over 45% in size
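H1299 (p53-null), stable ts p53-A138V + BP100-Luc; 1000 cells/well, Opti-MEM/10% FBS; cpd 4 pt, 1:5; 24 h, 37 deg C, 5% CO2; detection reagent 10 min RT; luminescence.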
B2AR arrestin – beta2AR (human) beta-arrestin recruitment activity | P07550 | Potency, µM (highest dose often 46.1 µM), inactives show at the top dose activation, hits mostly activators | 0.02% of 330,000 active | beta-arrestin recruitment to beta2AR, cell-based reporter;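 also: potency is read from the fitted curve at half-maximal effect; 0% = DMSO controls and full agonism = EC100 isoproterenol or metaproterenol; nearly all actives have a fitted effect of over 65% in size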
Target sequence (P07550 whole entry, looked up): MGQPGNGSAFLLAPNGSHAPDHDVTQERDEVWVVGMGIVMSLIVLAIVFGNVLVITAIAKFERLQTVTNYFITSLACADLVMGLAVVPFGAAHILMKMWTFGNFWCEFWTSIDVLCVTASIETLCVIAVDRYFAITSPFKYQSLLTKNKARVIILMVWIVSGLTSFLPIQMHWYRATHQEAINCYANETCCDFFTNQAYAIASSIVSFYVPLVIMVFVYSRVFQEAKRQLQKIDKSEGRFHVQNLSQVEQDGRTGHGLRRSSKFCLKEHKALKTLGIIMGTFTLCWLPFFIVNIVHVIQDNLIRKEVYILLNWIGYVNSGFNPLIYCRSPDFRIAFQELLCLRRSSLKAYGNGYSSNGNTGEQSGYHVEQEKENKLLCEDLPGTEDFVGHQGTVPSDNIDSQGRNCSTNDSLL
* marks the source's active call; other numbers are inactive results; [ ] = another dose, or the depositor's remark. Unless noted, calls follow the shape of the dose curve; as a rule, active = well fitted curve in the direction sought with a large enough effect; inconclusive = small, poorly fitted or top-dose-only effect, or another doubt; inactive = no such curve, though single readings can be large; an effect the other way counts as inactive or inconclusive.

Results for Cc1cc([N+](=O)[O-])nn1Cc1c(F)c(F)c(F)c(F)c1F ?
a7 integrin act: -9%; TRPV1 ag: 4; TSG101-PTAP inh: -5%; BRCA1 expr act: -31%; AT treatment: 0%; CXXC DNA block: -3%; ELG1 repair inh: -3%; TCR activator: -2%; p53 reactivator: 3%; B2AR arrestin: -0.1%

How did O=C(CSc1nccn1Cc1ccccc1)Nc1nccs1 do in these assays?
a7 integrin act: 16%; TRPV1 ag: 1; TSG101-PTAP inh: -3%; BRCA1 expr act: 92%; AT treatment: -5%; CXXC DNA block: -4%; ELG1 repair inh: inconclusive; TCR activator: 12%; p53 reactivator: 26%; B2AR arrestin: 0.2%

Results for CC(=O)C1=C(O)C(=O)N(c2ccccn2)C1c1ccc(Cl)cc1 (stereo not given) ?
a7 integrin act: 25%; TRPV1 ag: -4; TSG101-PTAP inh: -5%; BRCA1 expr act: 22%; AT treatment: 0%; CXXC DNA block: -3%; ELG1 repair inh: 0%; TCR activator: 8%; B2AR arrestin: -0.8%

What do the screens show for `COC(=O)c1cc(C(=O)NNC(=O)c2ccc3c(c2)OCO3)cc([N+](=O)[O-])c1`?
a7 integrin act: -26%; TRPV1 ag: 5; TSG101-PTAP inh: -7%; BRCA1 expr act: 0%; AT treatment: -2%; ELG1 repair inh: -10%; TCR activator: -9%; p53 reactivator: 5%; B2AR arrestin: 4.1%

How did O=C(Nc1ccc([N+](=O)[O-])cn1)c1ccc(Br)o1 do in these assays?
a7 integrin act: 16%; TRPV1 ag: 23; TSG101-PTAP inh: -6%; BRCA1 expr act: 91%; AT treatment: -3%; CXXC DNA block: 16%; ELG1 repair inh: inconclusive; TCR activator: 0%[46.1 µM]; p53 reactivator: 20%; B2AR arrestin: -0.8%

What do the screens show for `NC(=O)C1CCN(C(=O)/C=C/c2ccccc2[N+](=O)[O-])CC1`?
a7 integrin act: 14%; TRPV1 ag: -1; TSG101-PTAP inh: -1%; BRCA1 expr act: 19%; AT treatment: 7%; CXXC DNA block: -4%; ELG1 repair inh: 11%; TCR activator: 3%; p53 reactivator: -1%; B2AR arrestin: 0.7%

How did COc1ccc(N(C)S(=O)(=O)c2cccc(C(=O)NC3CCCC3)c2)cc1 do in these assays?
a7 integrin act: 21%; TRPV1 ag: 15; TSG101-PTAP inh: -3%; BRCA1 expr act: -46%; AT treatment: 5%; CXXC DNA block: 23%; ELG1 repair inh: -19%; p53 reactivator: -4%; B2AR arrestin: 0.3%

What do the screens show for `Cc1ccnc(NC(=O)CCC(=O)N(CC(=O)NC2CCCCC2)Cc2ccccc2)c1`?
a7 integrin act: 19%; TRPV1 ag: 2; TSG101-PTAP inh: -1%; BRCA1 expr act: 0%; AT treatment: 1%; CXXC DNA block: -3%; ELG1 repair inh: -10%; TCR activator: -2%; p53 reactivator: 1%; B2AR arrestin: 0.1%

How did O=S(=O)(Nc1cccc(-c2ccc3nncn3n2)c1)c1cccc(F)c1 do in these assays?
a7 integrin act: 17%; TRPV1 ag: -1; TSG101-PTAP inh: -3%; BRCA1 expr act: -38%; AT treatment: 17%; ELG1 repair inh: 14%; TCR activator: -6%; p53 reactivator: -9%; B2AR arrestin: -2.4%

How did CN(C)CCCOC(=O)c1ccccc1Cl do in these assays?
a7 integrin act: -21%; TRPV1 ag: 6; TSG101-PTAP inh: -4%; BRCA1 expr act: -17%; CXXC DNA block: 2%; ELG1 repair inh: 10%; TCR activator: -4%; p53 reactivator: 0%; B2AR arrestin: -0.1%

What do the screens show for `O=C(NC1CCN(Cc2ccccc2)CC1)c1ccc2c(c1)[nH]c(=O)n2Cc1ccc(F)cc1`?
a7 integrin act: -62%[inhibitor]; TRPV1 ag: -2; TSG101-PTAP inh: 0%; BRCA1 expr act: -73%; AT treatment: 0%; CXXC DNA block: -3%; ELG1 repair inh: -9%; TCR activator: -4%; p53 reactivator: 2%; B2AR arrestin: 0.0%

How did CCN(CCO)C(=O)c1ccc2nc(Cc3ccc(OC)cc3)oc2c1 do in these assays?
a7 integrin act: -33%; TSG101-PTAP inh: -1%; BRCA1 expr act: 11%; TCR activator: -1%

How did OC[C@@H]1[C@@H](c2ccccc2)C(c2cccc(Cl)c2)=NN1c1ccccc1 do in these assays?
a7 integrin act: -32%; TSG101-PTAP inh: -2%; BRCA1 expr act: 0%; AT treatment: 20%; ELG1 repair inh: inconclusive; TCR activator: -7%[46.1 µM]; p53 reactivator: 3%; B2AR arrestin: -0.2%

What do the screens show for `Cn1c2c(c(=O)n(C)c1=O)C(NC(=O)C(C)(C)C)(C(F)(F)F)C(=O)N2` (stereo not given)?
a7 integrin act: 7%; TRPV1 ag: -6; TSG101-PTAP inh: 0%; BRCA1 expr act: 8%; CXXC DNA block: -2%; ELG1 repair inh: 10%; TCR activator: -1%; p53 reactivator: -3%; B2AR arrestin: -0.1%

Results for O=c1c2cn[nH]c2[nH]c(=S)n1-c1cccc(Cl)c1 ?
a7 integrin act: 16%; TRPV1 ag: 1; TSG101-PTAP inh: -5%; BRCA1 expr act: 45%; AT treatment: -10%; CXXC DNA block: 12%; ELG1 repair inh: 7%; TCR activator: 4%; p53 reactivator: 8%; B2AR arrestin: -0.3%

How did Cc1cc(SCc2ccc(Cl)c(Cl)c2)nc(=O)[nH]1 do in these assays?
a7 integrin act: 6%; TRPV1 ag: 0; TSG101-PTAP inh: -4%; BRCA1 expr act: 33%; AT treatment: 5%; CXXC DNA block: 26%; ELG1 repair inh: inconclusive; TCR activator: 1%; p53 reactivator: -8%; B2AR arrestin: 0.7%

How did CCCNC(=O)Nc1ccc(NC(C)=O)cc1 do in these assays?
a7 integrin act: 35%; TRPV1 ag: 0; TSG101-PTAP inh: 1%; BRCA1 expr act: 4%; AT treatment: 0%; CXXC DNA block: 2%; ELG1 repair inh: 7%; TCR activator: -3%; p53 reactivator: 3%; B2AR arrestin: 5.4%

What do the screens show for `N#CCCn1cc(C(=O)CN2C(=O)C(=O)N(C3CCCC3)C2=O)c2ccccc21`?
a7 integrin act: -2%; TRPV1 ag: 4; TSG101-PTAP inh: -4%; BRCA1 expr act: -10%; AT treatment: -7%; ELG1 repair inh: 8%; TCR activator: 2%; p53 reactivator: -1%; B2AR arrestin: -0.2%

What do the screens show for `COCCOc1ccc(C(F)(F)F)cc1NC(=O)CN1C(=O)NC2(CCc3ccccc32)C1=O` (stereo not given)?
a7 integrin act: 0%; TRPV1 ag: 3; TSG101-PTAP inh: -1%; BRCA1 expr act: -38%; AT treatment: 0%; ELG1 repair inh: 14%; TCR activator: -1%; p53 reactivator: -2%; B2AR arrestin: -0.6%

Results for COCC(=O)NC1CC(C)(C)Cc2c1cnn2-c1ccc(F)cc1 (stereo not given) ?
a7 integrin act: 0%; TRPV1 ag: -1; TSG101-PTAP inh: -4%; BRCA1 expr act: 11%; AT treatment: -4%; CXXC DNA block: -8%; ELG1 repair inh: 4%; p53 reactivator: inconclusive; B2AR arrestin: 3.2%

Results for CC(C)(C)NC(=O)CN(C(=O)C(=O)Nc1ccc2c(c1)OCCO2)N1CCOCC1 ?
a7 integrin act: 4%; TRPV1 ag: -3; TSG101-PTAP inh: 2%; BRCA1 expr act: -7%; AT treatment: 3%; CXXC DNA block: 6%; ELG1 repair inh: 8%; TCR activator: 5%; p53 reactivator: 2%; B2AR arrestin: -0.8%

What do the screens show for `CCOC(=O)[C@@H]1[C@H]2COc3ccccc3[C@H]2N2C(=O)N(c3cccc(Cl)c3)C(=O)[C@]12C`?
a7 integrin act: -4%; TSG101-PTAP inh: -1%; BRCA1 expr act: 0%; AT treatment: 6%; ELG1 repair inh: -3%; TCR activator: -9%; p53 reactivator: 3%; B2AR arrestin: -0.2%

What do the screens show for `O=C(OCC(=O)N1CCN(c2ccccc2)CC1)c1nc(Cl)ccc1Cl`?
a7 integrin act: 5%; TRPV1 ag: -3; TSG101-PTAP inh: -2%; BRCA1 expr act: -3%; AT treatment: 2%; ELG1 repair inh: 13%; TCR activator: -3%; p53 reactivator: 2%; B2AR arrestin: 0.1%

Results for O=C(NCC1CCCO1)c1ccc(NC(=O)C2CC=CCC2C(=O)O)cc1 (stereo not given) ?
a7 integrin act: 1%; TRPV1 ag: 0; TSG101-PTAP inh: -1%; BRCA1 expr act: -13%; CXXC DNA block: -4%; TCR activator: -7%

2 consecutive records from above, quoted:
How did Cc1cc(SCc2ccc(Cl)c(Cl)c2)nc(=O)[nH]1 do in these assays?
a7 integrin act: 6%; TRPV1 ag: 0; TSG101-PTAP inh: -4%; BRCA1 expr act: 33%; AT treatment: 5%; CXXC DNA block: 26%; ELG1 repair inh: inconclusive; TCR activator: 1%; p53 reactivator: -8%; B2AR arrestin: 0.7%

How did CCCNC(=O)Nc1ccc(NC(C)=O)cc1 do in these assays?
a7 integrin act: 35%; TRPV1 ag: 0; TSG101-PTAP inh: 1%; BRCA1 expr act: 4%; AT treatment: 0%; CXXC DNA block: 2%; ELG1 repair inh: 7%; TCR activator: -3%; p53 reactivator: 3%; B2AR arrestin: 5.4%

Compound activity: PubChem BioAssay, National Center for Advancing Translational Sciences (NCATS)
